Assay outcomes from PubChem.
NSD2 inh = inhibitors of human NSD2, primary screen, biochemical, plate reader, single point | Histone-lysine N-methyltransferase NSD2 (Homo sapiens), O96028 | NSD2-SET H3K36me1 DELFIA fluorescence | inhibition, % at 12.5 µM | 44,000 compounds, 0.07% hits | AID 624260, 2012; in the data active = inhibition above about 54%, passing the limit was not always enough; inconclusive = no clear call, values can overlap the other calls;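 note: inhibitors reduce the monomethyl H3K36 fluorescence signal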
Numbers without * were called inactive; ? = inconclusive; & = joins results of further samples. Some of the compounds tested; the hit share may differ from the screen's.

no.	compound	NSD2 inh
1	CCCN(C)C[C@H]1OCCCC[C@@H](C)Oc2ccc(N(C)C)cc2C(=O)N([C@H](C)CO)C[C@H]1C	1
2	C[C@@H]1CN([C@H](C)CO)C(=O)c2cc(N(C)C)ccc2O[C@H]1CN(C)S(C)(=O)=O	0
3	CCCCCC(O)/C=C/C=O (centres undefined)	-3
4	C[C@H]1CN([C@@H](C)CO)C(=O)c2cccc(NC(=O)c3ccc(-c4nccs4)cc3)c2O[C@@H]1CN(C)Cc1ccc(Oc2ccccc2)cc1	2
5	Cc1noc(C)c1S(=O)(=O)Nc1ccc2c(c1)C(=O)N([C@@H](C)CO)C[C@H](C)[C@@H](CN(C)C(=O)CCC(F)(F)F)OCCCC[C@H](C)O2	-3
6	C[C@H]1CCCCO[C@H](CN(C)S(=O)(=O)c2ccc(Cl)cc2)[C@@H](C)CN([C@@H](C)CO)C(=O)c2cc(NS(=O)(=O)c3ccc(F)cc3)ccc2O1	-8
7	C[C@@H]1CN([C@@H](C)CO)C(=O)c2cccc(NS(=O)(=O)c3cccs3)c2O[C@@H]1CN(C)Cc1ccc(Cl)c(Cl)c1	-1
8	CC(C)NC(=O)Nc1ccc2c(c1)C(=O)N([C@@H](C)CO)C[C@H](C)[C@H](CN(C)C(=O)CCC(F)(F)F)OCCCC[C@@H](C)O2	4
9	Cc1ccc(S(=O)(=O)Nc2ccc3c(c2)C(=O)N([C@H](C)CO)C[C@H](C)[C@@H](CN(C)S(=O)(=O)c2cccs2)O3)cc1	1
10	COc1c2ccoc2c(OC)c2oc(=O)ccc12	22
11	C[C@@H]1CN([C@@H](C)CO)C(=O)CCCn2nncc2CO[C@H]1CN(C)S(=O)(=O)c1ccc2ccccc2c1	5
12	Cc1noc(C)c1NC(=O)N(C)C[C@H]1Oc2ccc(NC(=O)Nc3ccccc3)cc2C(=O)N([C@@H](C)CO)C[C@H]1C	-2

Going on with the list:
no.	compound	NSD2 inh
13	C[C@@H]1CN([C@H](C)CO)C(=O)Cc2cc(NC(=O)c3ccncc3)ccc2O[C@H]1CN(C)Cc1ccc(Oc2ccccc2)cc1	-10
14	C[C@@H]1CN([C@@H](C)CO)C(=O)c2cc(C#CC3CC3)cnc2O[C@@H]1CN(C)Cc1ccccn1	13
15	C[C@H](CO)N1C[C@H](C)[C@H](CN(C)S(=O)(=O)c2cccs2)OCCCC[C@H](C)Oc2ccc(N(C)C)cc2C1=O	3
16	O=C(C[C@@H]1C[C@H]2c3cc(NC(=O)c4ccc5c(c4)OCO5)ccc3O[C@H]2[C@H](CO)O1)NCC1CC1	?
17	COC(CN1C(=O)C2C3C=CC(C3)C2C1=O)OC (centres undefined)	-1
18	Cc1noc(C)c1NC(=O)Nc1ccc2c(c1)C(=O)N([C@@H](C)CO)C[C@H](C)[C@H](CN(C)CC1CC1)O2	1
19	COc1ccc(NC(=O)N(C)C[C@@H]2OCCCC[C@@H](C)Oc3ccc(N(C)C)cc3C(=O)N([C@H](C)CO)C[C@@H]2C)cc1	1
20	C[C@H]1CN([C@@H](C)CO)C(=O)c2cc(NC(=O)C3CC3)ccc2O[C@H]1CN(C)C(=O)Nc1cccc2ccccc12	0
21	CNC[C@@H]1OCCCC[C@H](C)Oc2ccc(NC(=O)Nc3ccc4c(c3)OCO4)cc2C(=O)N([C@@H](C)CO)C[C@@H]1C	-1
22	C[C@H](CO)N1C[C@H](C)[C@H](CN(C)Cc2ccc(C(F)(F)F)cc2)Oc2ccc(NC(=O)CCCCCC(=O)Nc3ccccc3N)cc2CC1=O	-6
23	O=C(Nc1ccc(C(F)(F)F)cc1)Nc1ccc2c(c1)[C@@H]1C[C@@H](CC(=O)N3CCc4ccccc4C3)O[C@@H](CO)[C@@H]1O2	-3
24	COc1ccc(S(=O)(=O)N(C)C[C@H]2OCCCC[C@@H](C)Oc3ccc(NC(=O)Nc4ccc(F)cc4)cc3C(=O)N([C@H](C)CO)C[C@H]2C)cc1	-5

More compounds follow.
no.	compound	NSD2 inh
25	CC(C)(C)c1cc(C(=O)CSc2nc3ccccc3[nH]2)cc(C(C)(C)C)c1O	2
26	C[C@@H]1CN([C@@H](C)CO)C(=O)Cc2cc(NC(=O)CCCCCC(=O)Nc3ccccc3N)ccc2O[C@H]1CN(C)Cc1ccccc1	-2
27	CCCC#Cc1cnc2c(c1)C(=O)N([C@H](C)CO)C[C@@H](C)[C@H](CN(C)CCC)O2	1
28	CNC[C@H]1OCCCC[C@@H](C)Oc2ccc(NC(=O)NC(C)C)cc2C(=O)N([C@H](C)CO)C[C@@H]1C	-1
29	C[C@H]1CCCCO[C@H](CN(C)C(=O)C2CCCCC2)[C@@H](C)CN([C@@H](C)CO)C(=O)c2cc(NC(=O)c3ccncc3)ccc2O1	0
30	COc1ccccc1S(=O)(=O)N[C@H]1CC[C@@H](CC(=O)N2CCCCC2)O[C@@H]1CO	4
31	CC(C)NC(=O)N(C)C[C@@H]1Oc2c(NC(=O)c3nc4ccccc4s3)cccc2C(=O)N([C@@H](C)CO)C[C@@H]1C	9
32	C[C@@H]1CN([C@H](C)CO)C(=O)Cc2cc(NS(C)(=O)=O)ccc2O[C@H]1CN(C)C(=O)Nc1ccc(F)cc1	1
33	CC(C)NC(=O)Nc1ccc2c(c1)C(=O)N([C@@H](C)CO)C[C@H](C)[C@H](CN(C)S(=O)(=O)c1ccc(Cl)cc1)O2	2
34	COc1ccc(OC(=O)CCN2C(=O)C3C4C=CC(C4)C3C2=O)cc1 (centres undefined)	23
35	C[C@H]1CN([C@@H](C)CO)S(=O)(=O)c2ccc(-c3cncnc3)cc2O[C@H]1CN(C)Cc1cncnc1	-3
36	CC(=O)OC(C)(C)/C=C/C(=O)[C@](C)(O)[C@H]1C(O)C[C@@]2(C)[C@@H]3CC=C4[C@@H](C=C(O[C@@H]5O[C@H](CO)[C@@H](O)[C@H](O)[C@H]5O)C(=O)C4(C)C)[C@]3(C)C(=O)C[C@]12C (some centres undefined)	3

Continued:
no.	compound	NSD2 inh
37	C[C@@H]1CCCCO[C@@H](CN(C)Cc2ccc3c(c2)OCO3)[C@@H](C)CN([C@@H](C)CO)C(=O)c2cc(NS(=O)(=O)c3cccs3)ccc2O1	-3
38	O=C(CCCCCC(=O)N/N=C/c1cc(O)ccc1O)NO	1
39	C[C@H](CO)N1C[C@H](C)[C@@H](CN(C)Cc2ccccc2)Oc2ccc(NC(=O)CCCCCC(=O)Nc3ccccc3N)cc2CC1=O	6
40	CC(=O)Nc1ccc2c(c1)nc1n2CCN(Cc2ccco2)C1	0
41	Cc1noc(C)c1S(=O)(=O)Nc1ccc2c(c1)C(=O)N([C@H](C)CO)C[C@H](C)[C@@H](CN(C)C(=O)c1ccccc1)OCCCC[C@@H](C)O2	6
42	C[C@H]1CN([C@@H](C)CO)C(=O)c2cc(NC(=O)Nc3ccccc3)ccc2O[C@H]1CN(C)S(=O)(=O)c1cn(C)cn1	6
43	COc1ccc(S(=O)(=O)N(C)C[C@H]2Oc3ccc(NS(=O)(=O)c4ccc(Cl)cc4)cc3C(=O)N([C@H](C)CO)C[C@@H]2C)cc1	-7
44	C[C@@H]1CCCCO[C@H](CN(C)S(=O)(=O)c2cn(C)cn2)[C@@H](C)CN([C@@H](C)CO)C(=O)c2cc(N(C)C)ccc2O1	-2
45	C[C@@H]1CN([C@H](C)CO)C(=O)c2cc(NC(=O)C3CC3)ccc2O[C@H]1CN(C)Cc1ccc(C(=O)O)cc1	6
46	Cc1noc(C)c1NC(=O)N(C)C[C@H]1OCc2cnnn2CCCC(=O)N([C@H](C)CO)C[C@@H]1C	-5
47	Cc1ccccc1CN(C)C[C@H]1OCc2cn(nn2)CCCC(=O)N([C@H](C)CO)C[C@H]1C	7
48	C[C@H]1CN([C@@H](C)CO)C(=O)c2cc(Br)cnc2O[C@@H]1CN(C)S(=O)(=O)c1ccc(F)cc1	6

More structures follow:
no.	compound	NSD2 inh
49	C[C@H](CO)N1C[C@H](C)[C@H](CN(C)Cc2ccncc2)Oc2cc(C#CC3CC3)ccc2S1(=O)=O	6
50	COc1ccc(NC(=O)N(C)C[C@@H]2Oc3c(cccc3N(C)C)C(=O)N([C@H](C)CO)C[C@@H]2C)cc1	-2
51	O=C(CC(Sc1ccc(Cl)cc1)c1ccc(Cl)cc1)C1CC1 (centres undefined)	11
52	C[C@H](CO)N1C[C@H](C)[C@H](CN(C)S(=O)(=O)c2ccc(F)cc2)Oc2ncc(Br)cc2C1=O	1&3
53	COc1ccc(NC(=O)N(C)C[C@H]2OCCCC[C@H](C)Oc3ccc(NC(=O)Nc4ccc(C(F)(F)F)cc4)cc3C(=O)N([C@H](C)CO)C[C@@H]2C)cc1	-4
54	COc1ccc(NC(=O)N(C)C[C@@H]2Oc3ccc(NC(=O)CCCCCC(=O)Nc4ccccc4N)cc3C(=O)N([C@H](C)CO)C[C@@H]2C)cc1	1
55	COc1ccc(NC(=O)N(C)C[C@H]2Oc3ccc(NC(=O)Nc4ccccc4)cc3C(=O)N([C@H](C)CO)C[C@@H]2C)cc1	-4
56	CC(=O)NC(C(=O)O[C@H]1CCC(C)(C)[C@@H]2CC=C3C(=O)OCC3(O)[C@@]12C)C(C)C (some centres undefined)	-3
57	C[C@@H]1CN([C@@H](C)CO)C(=O)c2cc(-c3cccc(F)c3)cnc2O[C@@H]1CN(C)C(=O)c1ccccn1	-7
58	C[C@@H]1CCCCO[C@@H](CN(C)S(=O)(=O)c2ccc(F)cc2)[C@@H](C)CN([C@H](C)CO)C(=O)c2cc(NC(=O)c3ccncc3)ccc2O1	2
59	C[C@@H]1CN([C@@H](C)CO)C(=O)c2c(c3ccccc3n2C)-c2ccccc2CO[C@@H]1CN(C)C(=O)Nc1ccc2c(c1)OCO2	-5
60	C[C@H]1CN([C@@H](C)CO)C(=O)c2cc(NC(=O)Nc3ccc(F)cc3)ccc2O[C@H]1CN(C)Cc1ccccc1	-2

(more compounds)
no.	compound	NSD2 inh
61	C[C@@H]1CN([C@H](C)CO)C(=O)c2cc(NC(=O)Cc3ccccc3)ccc2O[C@@H](C)CCCCO[C@H]1CN(C)S(=O)(=O)c1cccs1	14
62	O=S(=O)(N[C@@H]1CCN(Cc2cccc(OCCO)c2)C1)c1cccc2cccnc12	12
63	COc1ccc(/C=N/NC(=O)c2ccccc2O)cc1Br	2
64	COc1ccc(CN(C)C[C@@H]2OCCCC[C@@H](C)Oc3ccc(NC(=O)CCCN(C)C)cc3C(=O)N([C@@H](C)CO)C[C@@H]2C)cc1	8
65	C[C@@H]1CN([C@H](C)CO)C(=O)c2cc(C#CCN(C)C)cnc2O[C@@H]1CN(C)S(=O)(=O)c1ccccc1	1
66	C[C@@H]1CCCCO[C@@H](CN(C)S(=O)(=O)c2cn(C)cn2)[C@H](C)CN([C@H](C)CO)C(=O)c2cc(NS(=O)(=O)c3cccs3)ccc2O1	-1
67	Nc1nc(Nc2ccccc2)nc2c1ncn2C1OC(CO)C(O)C1O (centres undefined)	-4
68	CC(C)NC(=O)N(C)C[C@@H]1Oc2ccc(NC(=O)CCCN(C)C)cc2C(=O)N([C@@H](C)CO)C[C@@H]1C	2
69	Cc1ccc(S(=O)(=O)Nc2ccc3c(c2)C(=O)N([C@H](C)CO)C[C@H](C)[C@@H](CN(C)C(=O)Nc2ccc(C(F)(F)F)cc2)OCCCC[C@@H](C)O3)cc1	-3
70	CNC[C@@H]1Oc2c(NC(=O)Nc3ccc(F)cc3)cccc2C(=O)N([C@H](C)CO)C[C@H]1C	-1
71	Cc1ccc(S(=O)(=O)N(C)C[C@@H]2Oc3ncc(/C=C/c4ccccc4)cc3C(=O)N([C@H](C)CO)C[C@@H]2C)cc1	-1
72	C[C@H](CO)N1C[C@H](C)[C@@H](CN(C)Cc2ccc(Oc3ccccc3)cc2)Oc2ncc(-c3cccnc3)cc2C1=O	6

Further results follow.
no.	compound	NSD2 inh
73	C[C@@H]1CN([C@@H](C)CO)C(=O)Cc2cc(NC(=O)Cn3cnnn3)ccc2O[C@H]1CN(C)Cc1ccncc1	-4
74	C[C@@H]1CN([C@@H](C)CO)C(=O)c2cc(C#Cc3ccccc3)cnc2O[C@@H]1CN(C)C(=O)CCN1CCCCC1	12
75	C[C@H](CO)N1C[C@H](C)[C@H](CN(C)C(=O)Nc2ccc(F)cc2)Oc2c(NC(=O)Nc3ccc(C(F)(F)F)cc3)cccc2C1=O	-9
76	Cc1noc(C)c1S(=O)(=O)N(C)C[C@@H]1Oc2ccc(N(C)C)cc2CC(=O)N([C@@H](C)CO)C[C@H]1C	5
77	CC(C)NC(=O)N(C)C[C@@H]1OCCCC[C@H](C)Oc2ccc(NS(=O)(=O)c3cccs3)cc2C(=O)N([C@H](C)CO)C[C@@H]1C	2

In the list so far, these contain two or more sulfur atoms.
no.	compound	NSD2 inh
6	C[C@H]1CCCCO[C@H](CN(C)S(=O)(=O)c2ccc(Cl)cc2)[C@@H](C)CN([C@@H](C)CO)C(=O)c2cc(NS(=O)(=O)c3ccc(F)cc3)ccc2O1	-8
7	C[C@@H]1CN([C@@H](C)CO)C(=O)c2cccc(NS(=O)(=O)c3cccs3)c2O[C@@H]1CN(C)Cc1ccc(Cl)c(Cl)c1	-1
9	Cc1ccc(S(=O)(=O)Nc2ccc3c(c2)C(=O)N([C@H](C)CO)C[C@H](C)[C@@H](CN(C)S(=O)(=O)c2cccs2)O3)cc1	1
15	C[C@H](CO)N1C[C@H](C)[C@H](CN(C)S(=O)(=O)c2cccs2)OCCCC[C@H](C)Oc2ccc(N(C)C)cc2C1=O	3
37	C[C@@H]1CCCCO[C@@H](CN(C)Cc2ccc3c(c2)OCO3)[C@@H](C)CN([C@@H](C)CO)C(=O)c2cc(NS(=O)(=O)c3cccs3)ccc2O1	-3
43	COc1ccc(S(=O)(=O)N(C)C[C@H]2Oc3ccc(NS(=O)(=O)c4ccc(Cl)cc4)cc3C(=O)N([C@H](C)CO)C[C@@H]2C)cc1	-7
61	C[C@@H]1CN([C@H](C)CO)C(=O)c2cc(NC(=O)Cc3ccccc3)ccc2O[C@@H](C)CCCCO[C@H]1CN(C)S(=O)(=O)c1cccs1	14
66	C[C@@H]1CCCCO[C@@H](CN(C)S(=O)(=O)c2cn(C)cn2)[C@H](C)CN([C@H](C)CO)C(=O)c2cc(NS(=O)(=O)c3cccs3)ccc2O1	-1
77	CC(C)NC(=O)N(C)C[C@@H]1OCCCC[C@H](C)Oc2ccc(NS(=O)(=O)c3cccs3)cc2C(=O)N([C@H](C)CO)C[C@@H]1C	2
